High-throughput results as filed in PubChem.
CaV13 FRET inh: Primary screen for inhibitors of IQ motif and Ca2+-dependent inactivation inhibitor domain binding in CACNA1D, Förster resonance energy transfer in living cells, … | AID 743397 | inhibition, % at 12.3 µM | 340,000 compounds, 0.098% hits | HEK cells, CFP/YFP FRET ICDI-IQ, plate reader, 10 min; percent FRET-ratio fall versus neutral wells;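 active means mean replicate inhibition of at least 30% and at least 1% of replicates passing that level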;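 further: 0% = median of the neutral control wells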
* = called active by the depositor. The list is partial. The share of hits here may be higher or lower than overall.

CaV13 FRET inh	Structure
-9	CC(C)[C@@H](C)/C=C/[C@@H](C)[C@H]1CC[C@@H]2[C@]1(C)CCC1[C@]23C=C[C@]2(C[C@@H](O)CC[C@]12C)N(c1ccc(Br)cn1)O3 (some centres undefined)
-10	COc1ccc(OC)c(S(=O)(=O)NCC2CCN(C(=O)C(=O)c3cccs3)CC2)c1
-9	CC(C)[C@@H](C)/C=C/[C@@H](C)[C@H]1CC[C@@H]2[C@]1(C)CCC1[C@]23C=C[C@]2(C[C@@H](O)CC[C@]12C)N(C(=O)Cc1ccccc1)O3 (some centres undefined)
-7	O=S1(=O)c2c(cccc2N2CCCCC2)O[C@H](COCc2ccccc2)CN1C1CC1
3	O=C(NCCCN1CCOCC1)c1ccc(Br)cc1Br
-9	CC(C)(C)OC(=O)N1CCC2CCN(CCc3ccccc3)CC21 (centres undefined)
-4	O=C(N[C@H](C(=O)N1CCC[C@H]1C(=O)NCCc1ccccc1Cl)C1CCCCC1)c1cccs1
-10	Cc1ccc2c(c1)-n1c(nc3cc(Cl)ccc3c1=O)C(CC(C)C)NC2=O (centres undefined)
-5	C=CCN1C(=O)N(Cc2ccccc2)c2ccccc2S1(=O)=O
-14	Nc1[nH]c(C(=O)c2ccccc2)c(-c2ccc(Cl)c(Cl)c2)c1C(=O)NCCc1c[nH]c2ccccc12
-18	CN(C(=O)c1c(Br)cnn1C)C12CC3CC(CC(C3)C1)C2
-7	COC(=O)C1=C(C)N(Cc2ccccc2C(F)(F)F)C(=NCc2ccc(OC)cc2)NC1CCc1ccccc1 (centres undefined)
-9	COC(=O)[C@]12C[C@H](CC(=O)N3CCCCC3)C(=O)N(Cc3ccc4c(c3)OCO4)C1=C[C@H](C(C)(C)C)O[C@@H]2C
-6	COC(=O)CCC[C@H](C)[C@@H](NS(=O)(=O)c1ccc(C)cc1)C(C)(C)C
-6	C[C@H](CO)N1C[C@H](C)[C@@H](CN(C)C(=O)Nc2ccnc(N3CCOCC3)c2)OCc2cn(nn2)CCCC1=O
-5	CCCCc1c(-c2ccccc2OC)ncn1Cc1ccccc1
-7	O=S1(=O)N[C@H](Cc2ccccc2)COc2cccc(N3CCCCC3)c21
-8	CCCCOCC1CN(CCCC)S(=O)(=O)c2c(Oc3ccc(OC)cc3)cccc2O1 (centres undefined)
-9	COC(=O)c1cc2c(c3c4cc(F)ccc4n(S(=O)(=O)c4cccc(C)c4)c13)C(=O)N(C)C2
-6	COc1ccc(NC(=O)N(C)C[C@@H]2OCc3cnnn3CCCC(=O)N([C@@H](C)CO)C[C@@H]2C)cc1
-5	CC(C)(C)S(=O)(=O)N1C[C@@H]2C(=C(CCO)C[C@@H]3C(=O)N(c4ccccc4)C(=O)[C@@H]32)[C@H]1CCO
-5	NC(=O)c1ncn([C@@H]2O[C@H](C(=O)Nc3ccc(C(=O)N4CCCCC4)cc3)[C@@H](O)[C@H]2O)n1
-8	COc1cc(CCN=Cc2cccc(OC)c2O)c([N+](=O)[O-])cc1OC
-10	COc1ccc(-c2ncn(CCc3ccccc3OC)c2CC(C)C)cc1
-11	COC(=O)C1=C(C)N(Cc2cccc(C(F)(F)F)c2)C(=NCc2ccc3c(c2)OCO3)NC1c1ccccc1 (centres undefined)
-10	O=C(N[C@H](Cc1ccccc1)C(=O)O)[C@H]1O[C@@H](n2ccc(=O)[nH]c2=O)[C@H](O)[C@@H]1O
-12	O=C(O)c1cc(C(=O)O)cc(N2C(=O)c3ccccc3C2=O)c1
-9	CCSc1n[nH]c(=O)n1C
-5	CC1(C)CC(=O)C=C(c2ccc(COC(=O)c3ccc(Br)cc3)cc2)C1=O
-9	Cc1cccc(N2O[C@H]3C=C[C@@H]2C3)n1
-5	C[C@@H]1CN([C@@H](C)CO)C(=O)CCCn2cc(nn2)CO[C@H]1CN(C)C(=O)Nc1ccc(-c2cccs2)cc1
-8	Cn1cc(CCOCc2ccccn2)c2ccccc21
-6	COc1cccc(CNC(=O)[C@H]2CCCN2)c1
-7	COCCCNC(=O)C[C@H]1C[C@@]2(C(=O)OC)C(=C[C@H](COCc3ccccc3)O[C@@H]2C)N(Cc2ccc3c(c2)OCO3)C1=O
-10	Cc1cc(Br)cn2c(Cc3ccccc3C(F)(F)F)c(-c3ccc(C#N)cc3)nc12
-5	COCC#Cc1cnc2c(c1)C(=O)N([C@@H](C)CO)C[C@H](C)[C@H](CN(C)C(=O)c1ccc3c(c1)OCO3)O2

Some of the entries so far, field by field.
COc1ccc(OC)c(S(=O)(=O)NCC2CCN(C(=O)C(=O)c3cccs3)CC2)c1
  CaV13 FRET inh: -10

CC(C)[C@@H](C)/C=C/[C@@H](C)[C@H]1CC[C@@H]2[C@]1(C)CCC1[C@]23C=C[C@]2(C[C@@H](O)CC[C@]12C)N(C(=O)Cc1ccccc1)O3 (some centres undefined)
  CaV13 FRET inh: -9

O=S1(=O)c2c(cccc2N2CCCCC2)O[C@H](COCc2ccccc2)CN1C1CC1
  CaV13 FRET inh: -7

O=C(NCCCN1CCOCC1)c1ccc(Br)cc1Br
  CaV13 FRET inh: 3

(next part)
CaV13 FRET inh	Structure
-3	CCN(CC)CCCNC(=O)c1cc2cc(Cl)ccc2nc1N
-6	C[C@@H]1CN([C@H](C)CO)C(=O)CCCn2nncc2CO[C@@H]1CN(C)C(=O)Nc1ccccc1
-5	C[C@H]1[C@H](c2ccccc2)Oc2cc(Br)ccc2S(=O)(=O)N1Cc1ccc(Cl)cc1
-5	C[C@@H]1ON(C)[C@H]2C[C@H]3c4cc(-c5cc6ccccc6o5)ccc4CCN3C[C@@H]12
-11	CCCCS(=O)(=O)NCC1CCN(C(=O)C(=O)c2cc3ccccc3o2)CC1
-4	C[C@@H]1CCCCO[C@H](CN(C)C(=O)C2CCCCC2)[C@@H](C)CN([C@H](C)CO)C(=O)c2cc(NS(=O)(=O)c3cccs3)ccc2O1
-6	C[C@H]1CN([C@@H](C)CO)C(=O)CCCn2nncc2CO[C@@H]1CN(C)C(=O)Nc1ccccc1F
-8	CCCCCCCCN1C(=O)[C@@H](CC(=O)NCCc2ccccc2OC)C[C@@]2(C(=O)OC)C1=C[C@H](C(C)(C)C)O[C@@H]2C
-6	CCOC(=O)N(C)[C@H]1C[C@H]2c3[nH]c4ccccc4c3CCN2C(=O)[C@H]1[C@H](C)O
-2	CCCN1CCCCC(NC(=O)c2cccs2)C1=O (centres undefined)
-6	CC(C)(C)S(=O)(=O)N1C[C@H]2CC(=O)C(CCO)=C2[C@@H]1CCO
-8	Cc1ccc2nc(-c3ccc(C#N)cc3)c(Cc3cccc(F)c3)n2c1
-4	Nc1[nH]c(C(=O)c2ccc(Br)cc2)c(-c2ccc(Br)cc2)c1C(=O)NCc1ccc(-c2ccccc2)cc1
-6	COCc1cc(N2CCN(C(=O)OC(C)(C)C)C[C@H]2C)ccc1N1CC[C@H](O)C1
-9	Cc1ccccc1C(=O)N[C@H](C(=O)N1CCC[C@H]1C(=O)NC1CCCC1)c1ccccc1
-7	COc1ccc(CN2C[C@H](COCc3ccccc3)Oc3cccc(N4CCCC4)c3S2(=O)=O)cc1
-2	CC(=O)C1=C(C)N(Cc2ccc(Cl)cc2)C(=S)NC1c1ccccc1 (centres undefined)
-9	CC(C)[C@H](NC(=O)c1ccc(Cl)c(Cl)c1)C(=O)N1CCC[C@H]1C(=O)NCc1ccccc1
-9	Nc1ccn([C@@H]2O[C@H](C(=O)N[C@H](Cc3ccccc3)C(=O)N3CCN(CCO)CC3)[C@@H](O)[C@H]2O)c(=O)n1
-10	CCCCS(=O)(=O)N1C2=NC(C(=O)OCC)=C(C(=O)OCC)C3N(Cc4ccc(Br)cc4)c4ccccc4[C@]23C[C@H]1C(=O)OC (some centres undefined)
-4	Cc1cc2c(nc1C)CCCN2S(=O)(=O)c1ccc(C#N)cc1
-7	Cc1cc(N2CCN(C(=O)OC(C)(C)C)C[C@H]2C)ccc1N1CCN(Cc2ccccc2)[C@@H](C)C1
-4	CCN(CCC(=O)Nc1cc(OC)ccc1OC)Cc1ccccc1
-8	COCCN1Cc2cc(C(=O)OC)c3c(c2C1=O)c1cc(OC)ccc1n3S(=O)(=O)c1ccc(F)cc1
-5	C[C@H](CO)N1C[C@H](C)[C@@H](CN(C)C(=O)Nc2ccc(N3CCN(C)CC3)cc2)OCc2cn(nn2)CCCC1=O
-5	CCc1c(-c2cccc(F)c2)ncn1CCc1ccccc1OC
-4	CC(=O)C1=C(O)C(=O)N(Cc2cccnc2)C1c1ccc(C)cc1 (centres undefined)
-6	O=C(N[C@H](Cc1ccccc1)C(=O)NCc1ccccn1)[C@H]1O[C@@H](n2ccc(=O)[nH]c2=O)[C@H](O)[C@@H]1O
-6	C[C@H]1CCCCO[C@@H](CN(C)CC2CC2)[C@@H](C)CN([C@@H](C)CO)C(=O)c2cc(NS(=O)(=O)c3ccccc3)ccc2O1
-6	Cc1[nH]c2ccccc2c1C(=O)c1c(N)[nH]c(C(=O)c2ccccc2)c1-c1ccc(Cl)cc1
-5	C[C@@H]1ON(C)[C@H]2C[C@H]3c4[nH]c5cccc(-c6ccccc6)c5c4CCN3C[C@@H]12
-4	Fc1ccc(-c2ccc3c(n2)CCCN3Cc2ccccn2)cc1
-9	COC(=O)[C@]12C[C@H](CC(=O)NCCc3ccccc3OC)C(=O)N(Cc3ccccc3)C1=C[C@H](C(C)C)O[C@@H]2C1CC1
-4	CC(C)C[C@@H]1COc2cccc(N3CCCCC3)c2S(=O)(=O)N1
-5	C[C@@H]1ON(C)[C@H]2C[C@H]3c4cc(Nc5ccccc5)ccc4CCN3C[C@@H]12
-4	COC(=O)CC#C[C@H](C)[C@@H](NS(=O)(=O)c1ccc([N+](=O)[O-])cc1)C(C)(C)C
-11	O=C(C(=O)N1CCN(S(=O)(=O)c2ccccc2)CC1)c1cccc(C(F)(F)F)c1
-6	CCCCCCN(C(=O)CCCCCN1C(=O)NC(c2ccc(-c3ccccc3)cc2)C(C(=O)OCc2ccccc2)=C1C)C(C(=O)NCCCC)c1ccc(-c2ccccc2)cc1 (centres undefined)
-4	COc1ccc(N2C[C@@]3(O)CC[C@@H](O)[C@@H](OC)[C@@H]3[C@@](C)(O)[C@@H]2CC=C(C)C)cc1
-3	O=C(NCc1ccccc1)[C@@H]1CCCN1C(=O)[C@@H](NS(=O)(=O)c1ccc(F)cc1F)C1CCCCC1
-5	COC(=O)C1=C(C)N(C)C(=NCc2ccccc2)NC1c1ccccc1 (centres undefined)
-3	CC(=O)N(c1nc2ccccc2s1)N1C(=O)c2ccccc2C1=O
-3	C[C@H]1COc2cc(N3CCCCC3)ccc2S(=O)(=O)N1
-3	CC(C)C[C@H]1COc2cc(NCCO)ccc2S(=O)(=O)N1
-4	C=CCN1C(=O)c2n[nH]c(C(C)C)c2C1c1ccccc1 (centres undefined)
-9	CC1(C)OC(C)(C)C(=N/O)/C1=N\N
-9	COC(=O)[C@]12C[C@H](CC(=O)N3CCOCC3)C(=O)N(Cc3ccc4c(c3)OCO4)C1=C[C@H](COCc1ccccc1)O[C@@H]2C
-10	C=CCN=C1NC(c2cccc(F)c2)C(C(=O)OC)=C(C)N1Cc1ccccc1C(F)(F)F (centres undefined)
-7	C=CCCC1CN(Cc2ccc(OC)cc2)S(=O)(=O)c2c(Oc3ccc(F)cc3OC)cccc2O1 (centres undefined)
-6	C[C@@H]1CN([C@@H](C)CO)C(=O)CCCn2cc(nn2)CO[C@H]1CN(C)C(=O)Nc1ccc2c(c1)OCO2
-6	COC(=O)C1CCN(C2CN(Cc3cn(Cc4ccc(C(F)(F)F)cc4)nn3)S(=O)(=O)C2)CC1 (centres undefined)
-10	CSc1ccc(Oc2cccc3c2S(=O)(=O)N([C@H](C)c2ccccc2)C[C@@H](COCc2ccccc2)O3)cc1C
-4	COc1ccc(NC(=O)N(C)C[C@@H]2OCCCC[C@@H](C)Oc3ccc(NS(C)(=O)=O)cc3C(=O)N([C@H](C)CO)C[C@@H]2C)cc1
-6	C[C@@H]1CN([C@@H](C)CO)C(=O)CCCn2cc(nn2)CO[C@H]1CN(C)C(=O)Nc1ccc(N2CCN(C)CC2)cc1
-7	COC(=O)c1cc2c(c3c4cc(C)ccc4n(S(=O)(=O)c4ccc(C)cc4)c13)C(=O)N(Cc1ccccc1OC)C2
-4	COc1ccc(C2CC(=O)C(c3ccc(C#N)cc3)=CN2Cc2ccccc2)cc1 (centres undefined)
-8	COC(=O)[C@]12C[C@H](CC(=O)NCc3cccc4ccccc34)C(=O)N(CCC3=CCCCC3)C1=C[C@H](C(C)(C)C)O[C@@H]2C
-4	COc1ccc(C2CC(=O)C(c3cccc(F)c3)=CN2Cc2ccccc2)cc1 (centres undefined)
-4	COC(=O)C1=C(C(=O)OC)C2C=C(C(C)C)C1C(=O)C2(C)O (centres undefined)
-4	COC(=O)C1=C(C)N(Cc2cccc(C(F)(F)F)c2)C(=NCc2cc(OC)c(OC)c(OC)c2)NC1c1cccc(C(F)(F)F)c1 (centres undefined)
-5	Cc1ccc(C(=O)N2CCC[C@@H]2C(=O)N2CCC[C@H]2C(=O)NCc2ccccc2)cc1C
-10	Cc1ccc2c(=O)n3c(nc2c1)C(CC(C)C)NC(=O)c1ccc(Cl)cc1-3 (centres undefined)
-8	COC(=O)[C@]12C[C@H](CC(=O)N3CCCCC3)C(=O)N(CCC3=CCCCC3)C1=C[C@H](COCc1ccccc1)O[C@@H]2C

Entries from the list above containing two or more sulfur atoms (three):
CaV13 FRET inh	Structure
-10	COc1ccc(OC)c(S(=O)(=O)NCC2CCN(C(=O)C(=O)c3cccs3)CC2)c1
-4	C[C@@H]1CCCCO[C@H](CN(C)C(=O)C2CCCCC2)[C@@H](C)CN([C@H](C)CO)C(=O)c2cc(NS(=O)(=O)c3cccs3)ccc2O1
-10	CSc1ccc(Oc2cccc3c2S(=O)(=O)N([C@H](C)c2ccccc2)C[C@@H](COCc2ccccc2)O3)cc1C
